Assay outcomes (PubChem BioAssay)
Bim-Bcl-2 = inhibitors of Bim-Bcl-2 binding, primary screen, biochemical, multiplexed, human Bcl-2 family; Apoptosis regulator Bcl-2 (Homo sapiens), P10415; Bead-based flow cytometry, Bim peptide-Bcl-2 binding; inhibition, % at 10 µM; 190,000 compounds, 0.06% hits; AID 950, 2007; in the data active = inhibition above about 40%; inconclusive = no clear call, values can overlap the other calls;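 also: 0% = no compound wells with probe peptide and 100% = reference peptide inhibitor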
Target sequence (P10415 whole entry, looked up): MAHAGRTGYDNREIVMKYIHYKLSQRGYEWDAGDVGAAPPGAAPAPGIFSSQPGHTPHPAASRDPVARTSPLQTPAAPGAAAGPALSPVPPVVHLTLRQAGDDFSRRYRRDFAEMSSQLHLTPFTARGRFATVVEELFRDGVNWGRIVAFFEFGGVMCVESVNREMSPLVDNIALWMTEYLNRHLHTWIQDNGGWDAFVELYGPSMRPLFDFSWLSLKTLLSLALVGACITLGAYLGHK
RGS4-Gao reg = modulators of RGS4 binding to Galphao, primary screen, biochemical, multiplexed bead flow cytometry. Guanine nucleotide-binding protein G(o) subunit alpha (Homo sapiens), P09471. actives lie on both sides. binding response (% of control), % at 10 µM. 220,000 compounds, 0.33% hits; in the data active = binding response below about 49% or above about 150%; inactive = in between;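 also: fluorescent Galphao activated with aluminum fluoride binding bead-coupled RGS4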
Target sequence (P09471 whole entry, looked up): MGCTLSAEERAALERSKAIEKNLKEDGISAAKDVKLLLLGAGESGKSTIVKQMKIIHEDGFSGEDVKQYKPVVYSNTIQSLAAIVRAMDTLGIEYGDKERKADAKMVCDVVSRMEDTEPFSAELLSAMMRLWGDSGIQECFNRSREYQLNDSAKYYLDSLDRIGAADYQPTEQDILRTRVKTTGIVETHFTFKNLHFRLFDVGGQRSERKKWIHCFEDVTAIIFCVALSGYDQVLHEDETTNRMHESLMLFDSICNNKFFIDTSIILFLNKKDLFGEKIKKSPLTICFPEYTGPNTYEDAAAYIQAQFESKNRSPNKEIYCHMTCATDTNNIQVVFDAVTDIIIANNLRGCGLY
GSH fluor = compound fluorescence on glutathione beads, profiling panel, artefact control, biophysical, 488/530 nm, flow cytometry. GSH beads flow cytometry, compound fluorescence 488/530 nm; hits give high values. fluorescence (KMESF) at 10 µM. 190,000 compounds, 0.25% hits; in the data active = fluorescence above about 89;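 also: glutathione beads carrying GST-tagged Bcl family fusion proteins plus one bare bead set; values are compound well signal with DMSO vehicle wells as background; inactives centre near 16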
ABCG2 block = ABCG2 efflux pump inhibitors, primary screen, multiplex with ABCB1, IgMXP3 cells, flow cytometry. inhibition, % at 6.6 µM. 190,000 compounds, 0.1% hits. JC-1 efflux. AID 1325, 2008;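 active = inhibition above 80%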;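 also: 0% = DMSO and 100% = nicardipine control wells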
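Read-out basis: Efflux inhibition in percent versus controls | Test system: ABCG2 IgMXP3 and barcoded ABCB1 CCRF-Adr cell mix | Quantity: 3 million cells/mL in well | Schedule: 10 min at 25 °C | Control set: Nicardipine as high control, DMSO as low control | Reagent: JC-1 as fluorescent efflux pump substrate | Signal: Flow cytometry of retained JC-1 fluorescence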
ABCB1 inh = ABCB1 efflux pump inhibitors, primary screen, cell-based, multiplex, flow cytometry, ABCG2 counter-screen | ATP-dependent translocase ABCB1 (Homo sapiens), P08183 | CCRF-Adr cells, JC-1 efflux | inhibition, % at 6.6 µM | 190,000 compounds, 0.067% hits; in the data active = inhibition above about 40%;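 also: 0% = vehicle and 100% = reference inhibitor; higher value means more JC-1 retained so stronger ABCB1 efflux block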
Avidin bead fluor = green autofluorescence of compounds with avidin beads – biophysical, 488/530 nm, flow cytometry, artefact control, profiling panel. 220,000 compounds, 0.38% hits. fluorescence (KMESF) at 10 µM. AID 1775, 2009. compound fluorescence 488/530 nm; hits give high values; in the data active = fluorescence above about 47; also: inactives centre near 10
Bim-Bfl-1 = inhibitors of Bim binding to Bfl-1, primary screen, biochemical, multiplexed, bead-based flow cytometry; Bcl-2-related protein A1 (Homo sapiens), Q16548; Bim-Bfl-1 binding inhibition; inhibition, % at 10 µM; 190,000 compounds, 0.12% hits;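 also: 0% = wells without compound plus tracer and 100% = blocker peptide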
RGS7-Gao reg = RGS7-Galphao binding modulators, primary screen, biochemical, multiplexed bead flow cytometry. Guanine nucleotide-binding protein G(o) subunit alpha (Homo sapiens), P09471. actives lie on both sides. binding response (% of control), % at 10 µM. 220,000 compounds, 0.35% hits. AID 1439, 2008; in the data active = binding response below about 49% or above about 150%; inconclusive = no clear call, values can overlap the other calls; inactive = in between;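 also: fluorescent Galphao held in activated GDP-AlF4 state binding bead-coupled RGS7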
Bim-Bcl-B = inhibitors of Bim-Bcl-B binding, primary screen, biochemical, multiplexed, human Bcl-2 family | Bcl-2-like protein 10 (Homo sapiens), Q9HD36 | bead-based flow cytometry, Bim peptide-Bcl-B binding | inhibition, % at 10 µM | 190,000 compounds, 0.073% hits | AID 951, 2007;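 also: 0% = tracer peptide without compound and 100% = reference inhibitor peptide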
Target sequence (Q9HD36 whole entry, looked up): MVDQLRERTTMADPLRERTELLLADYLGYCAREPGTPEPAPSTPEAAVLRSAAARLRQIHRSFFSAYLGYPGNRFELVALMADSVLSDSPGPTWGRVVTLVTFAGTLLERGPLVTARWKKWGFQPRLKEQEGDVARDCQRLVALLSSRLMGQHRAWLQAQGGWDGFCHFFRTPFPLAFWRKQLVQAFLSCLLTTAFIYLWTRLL
Bcl-XL Bim block = inhibitors of Bim-Bcl-XL binding, primary screen, biochemical, multiplexed, bead flow cytometry, human Bcl-XL; Bcl-2-like protein 1 (Homo sapiens), Q07817; AID 1007, 2008; Bim peptide-Bcl-XL binding, fluorescence; 190,000 compounds, 0.04% hits; inhibition, % at 10 µM
Bim-Bcl-W = inhibitors of Bim binding to Bcl-W, primary screen, biochemical, multiplexed, bead-based flow cytometry. Bcl-2-like protein 2 (Homo sapiens), Q92843. inhibition, % at 10 µM. AID 952, 2007. 190,000 compounds, 0.02% hits. Bim peptide-Bcl-W binding;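 also: 0% = bound tracer without compound and 100% = peptide blocker; higher means less fluorescent Bim peptide bound to Bcl-W beads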
Target sequence (Q92843 whole entry, looked up): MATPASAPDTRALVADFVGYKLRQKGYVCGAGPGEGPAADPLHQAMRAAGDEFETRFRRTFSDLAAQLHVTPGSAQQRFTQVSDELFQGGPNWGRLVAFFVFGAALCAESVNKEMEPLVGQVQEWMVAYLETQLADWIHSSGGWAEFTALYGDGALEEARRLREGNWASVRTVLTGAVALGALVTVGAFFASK
An asterisk follows results filed as active; ? = inconclusive. Rule as the data show it, unless noted: active = inhibition above about 40%.

# | SMILES | Bim-Bcl-2 | RGS4-Gao reg | GSH fluor | ABCG2 block | ABCB1 inh | Avidin bead fluor | Bim-Bfl-1 | RGS7-Gao reg | Bim-Bcl-B | Bcl-XL Bim block | Bim-Bcl-W
1 | N#Cc1ccc(-c2ccc(F)cc2)nc1Sc1ccccc1 | 3 | 100 | 27 | 9 | 1.6 | 7 | 0 | 99 | 2 | 0 | -1
2 | CCOC(=O)c1c(O)c2ccccc2n(CC)c1=O | 0 | 98 | 22 | 2 | 0.1 | 11 | -1 | 103 | -1 | -5 | -1
3 | CSc1nc(-c2ccccc2)nc(NC(=O)c2ccccc2)c1C(C)=O | 0 | 100 | 12 | 13 | 1.6 | 23 | -3 | 105 | -2 | -2 | 0
4 | CCCCC(=O)NC(=S)Nc1ccc(Cl)c(C(=O)O)c1 | -2 | 109 | 13 | 2 | -0.1 | 8 | -5 | 110 | -2 | 0 | 0
5 | Cc1c2c(nc3nc4ccccc4n13)CC(C)(C)CC2=O | -3 | 96 | 16 | 3 | 0.5 | 9 | -9 | 95 | -6 | -2 | 2
6 | COc1ccc(C(=O)OCC(=O)c2c(N)n(C)c(=O)n(C)c2=O)cc1OC | 3 | 98 | 16 | 3 | -0.3 | 11 | 0 | ? | 0 | -1 | 0
7 | O=C(COC(=O)COc1cccc2ccccc12)NCC(F)(F)F | 0 | 99 | 15 | 0 | 0.0 | 22 | -1 | 101 | 0 | 0 | 1
8 | CCOC(=O)C1=NN(C(=O)c2ccco2)C2(CC2)C1 | -7 | 100 | 13 | 10 | 0.6 | 12 | -15 | 97 | -7 | -2 | -2
9 | O=C(CSc1ccccc1)NCc1ccco1 | 5 | 85 | 15 | 3 | 0.4 | 4 | 0 | 87 | -2 | -2 | -1
10 | CC(O)c1cc2c(cc1NC(=O)c1cnn3c1NC(c1ccco1)CC3C(F)(F)F)OCO2 (stereo not given) | -10 | 97 | 24 | 27 | 3.0 | 30 | -18 | 93 | -8 | -10 | 0
11 | O=C(CN1CCCCC1)Nc1cccc(Oc2ccccc2)c1 | -7 | 106 | 15 | -2 | -0.5 | 5 | -5 | 106 | -7 | 0 | -1
12 | N#Cc1cc2c(nc1SCc1ccccc1)CCCC2=O | -8 | 97 | 22 | 6 | 1.6 | 14 | -1 | 95 | -7 | -6 | -4
13 | CCOC(=O)C(NC(C)=O)(Nc1ccc(S(=O)(=O)Nc2onc(C)c2C)cc1)C(F)(F)F (stereo not given) | 2 | 99 | 14 | 6 | 1.2 | 15 | -1 | 94 | 0 | 1 | 0
14 | CCOc1ccc(S(=O)(=O)Nc2ccc(S(=O)(=O)N3CCCCC3)cc2)cc1 | -14 | 105 | 27 | 5 | 0.8 | 13 | -8 | 100 | -7 | -12 | -4
15 | CN(Cc1cc2ccccc2[nH]c1=O)C(=O)c1cccs1 | -5 | 100 | 11 | 1 | 0.1 | 10 | -6 | 102 | -4 | -3 | -4
16 | COC(C(=O)N/N=C(\C)CC(=O)Nc1ccc(Cl)cc1C)c1ccccc1 (stereo not given) | -1 | 100 | 11 | 4 | 0.5 | 10 | -6 | 100 | -1 | -1 | -2
17 | C/C(=N\NC(=O)C(N)=O)c1ccc(OC(F)F)cc1 | 0 | 98 | 13 | 7 | 0.4 | 10 | -3 | ? | 0 | 0 | 0
18 | COC(=O)c1ccc(NC(=O)Nc2ccc(C)cc2)cc1 | 0 | 118 | 47 | 2 | 0.1 | 3 | 0 | 108 | 0 | 2 | -2
19 | CCCS(=O)(=O)N1CCN=C1SCc1cccnc1 | -4 | 99 | 11 | -1 | -0.2 | 10 | -4 | 98 | -4 | -6 | -1
20 | CCNCc1ccc(OCc2ccccc2F)c(OC)c1 | 0 | 102 | 19 | 1 | 1.1 | 9 | -2 | ? | -1 | 0 | 0
21 | CC(C)(C)C(=O)Nc1nnc(Cc2ccccc2)s1 | -1 | 95 | 18 | 2 | 0.5 | 4 | -2 | 98 | -4 | 0 | -3
22 | O=C(COc1ccc(Cl)cc1)NC1CCSC1=O (stereo not given) | -8 | 97 | 32 | 15 | 0.4 | 11 | -16 | 99 | -8 | -7 | -2
23 | c1ccc(CN2CN=C(Nc3nc4ccccc4s3)NC2)cc1 | 0 | 98 | 17 | 6 | 1.9 | 35 | -3 | 102 | -3 | -13 | -7
24 | CCc1ccc(-c2nc(CN3CCC(C(=O)NCc4ccccc4OC)CC3)c(C)o2)cc1 | -5 | 110 | 50 | 2 | 1.0 | 10 | -10 | 103 | -7 | -6 | 1
25 | Cc1ccc(N(CC(=O)Nc2ccc(S(=O)(=O)N3CCOCC3)cc2)S(C)(=O)=O)cc1C | 2 | 96 | 6 | 0 | 0.0 | 7 | 1 | 96 | -5 | 0 | 1
26 | CCOC(=O)c1cc(C(=O)OCC)c(=O)[nH]c1C | 0 | 95 | 19 | -1 | -0.7 | 4 | 0 | 93 | -3 | 1 | -1
27 | Cn1c(SCC(=O)O)nc2ccccc2c1=O | -1 | 99 | 6 | 0 | 0.0 | 8 | -5 | 102 | -8 | -5 | -8
28 | CCN(CC)S(=O)(=O)c1cccc(C(=O)NC(C(=O)Nc2nnc(C3CC3)s2)C(C)C)c1 (stereo not given) | -13 | 95 | 23 | 9 | 0.6 | 11 | -18 | 93 | -7 | -9 | 0
29 | COc1ccc(NC(=O)CCCN2C(=O)CCC2=O)cc1Cl | -5 | 94 | 16 | 4 | 0.1 | 16 | -1 | 96 | -6 | 0 | 0
30 | COCCCNC(=O)/C=C1\Sc2ccccc2N(Cc2ccccc2F)C1=O | 3 | 110 | 17 | 2 | 0.9 | 7 | 6 | 115 | 4 | -2 | -3
31 | Cc1ccc(C)n1-c1ncn[nH]1 | -7 | 102 | 26 | 0 | 0.1 | 5 | -10 | 103 | -10 | -1 | 3
32 | COC(=O)c1ccc(OC(=O)CCc2cc(OC)c(OC)c(OC)c2)cc1 | -4 | 106 | 70 | 2 | 0.5 | 15 | -1 | 106 | -2 | -1 | -3
33 | O=C(NCCN1CCOCC1)c1cc(-c2ccco2)on1 | -4 | 97 | 12 | 3 | 0.4 | 22 | -5 | 96 | -6 | -6 | -4
34 | CN(C)CCNC(=O)c1c(O)c2c([nH]c1=O)CCCC2 | -2 | 94 | 13 | 2 | 2.1 | 8 | -4 | 97 | -2 | -5 | -4
35 | COC(=O)c1c(NS(=O)(=O)Cc2ccccc2)sc2c1CCCC2 | -7 | 103 | 48 | -2 | -0.5 | 7 | -5 | 108 | -6 | 2 | 0
36 | CC(C(=O)Nc1ccc(S(=O)(=O)N2CCOCC2)cc1)N1C(=O)C2CC=CCC2C1=O (stereo not given) | -3 | 99 | 65 | 1 | 0.3 | 29 | -7 | 102 | -4 | -3 | 0
37 | COCCCNc1nc2nonc2nc1N1C[C@H]2CC[C@H]1C2 | 0 | 96 | 10 | 8 | 1.3 | 3 | -6 | 89 | -1 | 0 | -2
38 | NC(=O)N/N=C/c1c(F)cccc1F | -2 | 100 | 6 | 1 | 0.2 | 2 | 0 | 102 | -1 | -3 | -2
39 | CCSc1nnc(-c2ccc(Cl)cc2)c2ccccc12 | 0 | 103 | 8 | 4 | 0.1 | 13 | 0 | 103 | 0 | 1 | 0
40 | COCCCNc1oc(COc2ccc(Cl)cc2Cl)nc1C#N | -1 | 104 | 25 | 6 | 1.0 | 39 | 0 | 99 | 1 | 0 | -1
41 | O=C1CSC(c2ccccn2)N1c1cccc(Cl)c1 (stereo not given) | -4 | 100 | 82 | 4 | 0.9 | 11 | -9 | 98 | -3 | 0 | -2
42 | CCn1nc(NC(=O)c2ccco2)c2cc3ccccc3nc21 | 1 | 100 | 10 | 3 | 0.6 | 35 | 2 | 99 | -2 | -1 | 0
43 | O=C1NC(c2ccccc2)=C(c2nc3ccccc3s2)C(c2ccc(O)cc2)N1 (stereo not given) | 3 | 108 | 20 | 11 | 0.1 | 7 | 1 | 104 | 0 | 1 | 0
44 | Oc1c(Cl)cc(Cl)cc1/C=N/c1nccs1 | -1 | 102 | 16 | -1 | -0.5 | 4 | -6 | 100 | -1 | -8 | -3
45 | COc1ccccc1NC(=O)NCCN1CCN(C(=O)Nc2ccccc2OC)CC1 | 0 | 89 | 12 | 11 | 1.5 | 9 | 0 | 91 | -2 | 2 | -1
46 | O=C(O)/C=C/C(=O)Nc1ccccc1C(=O)Nc1ccccc1 | -5 | 97 | 7 | 5 | 1.1 | 11 | -4 | 96 | -2 | 1 | 4
47 | COC(=O)C(NC(=O)c1ccc(C)cc1)(Nc1cccc(C)n1)C(F)(F)F (stereo not given) | -37 | 104 | 48 | 5 | 0.3 | 7 | -37 | 102 | -47 | -36 | -39
48 | CCc1cc2c(COC(=O)c3c(C)noc3C)cc(=O)oc2cc1O | 0 | 103 | 12 | 1 | 0.0 | 9 | -3 | ? | -2 | -2 | 0
49 | COc1ccc(-c2cc(C(=O)N/N=C/c3ccc(OC)c(COCC(F)(F)C(F)F)c3)c3ccccc3n2)c(OC)c1 | -7 | 102 | 22 | 21 | 7.4 | 9 | -9 | 103 | -5 | -9 | -5
50 | CCn1c(NCc2cc(OC)ccc2OC)nc2ccccc21 | -8 | 102 | 39 | 13 | 0.4 | 12 | -18 | 98 | -5 | -24 | -1
51 | O=C(CSc1nnc(-c2ccc(S(=O)(=O)N3CCCC3)cc2)o1)NCc1ccccc1 | 15 | 96 | 113* | 9 | 0.4 | 7 | -1 | 101 | -6 | -4 | 1
52 | Cc1ccnc(SCC(=O)c2cc3ccccc3o2)n1 | 0 | 101 | 14 | 6 | 0.2 | 9 | 5 | ? | 0 | -5 | -4
53 | CC(C)N(C)C(=O)CCc1nnc(CCc2c[nH]c3ccccc23)o1 | -7 | 102 | 10 | 5 | 0.6 | 2 | -10 | 103 | -8 | -3 | -5

In the list so far, 3 contain a cyano group:
# | SMILES | Bim-Bcl-2 | RGS4-Gao reg | GSH fluor | ABCG2 block | ABCB1 inh | Avidin bead fluor | Bim-Bfl-1 | RGS7-Gao reg | Bim-Bcl-B | Bcl-XL Bim block | Bim-Bcl-W
1 | N#Cc1ccc(-c2ccc(F)cc2)nc1Sc1ccccc1 | 3 | 100 | 27 | 9 | 1.6 | 7 | 0 | 99 | 2 | 0 | -1
12 | N#Cc1cc2c(nc1SCc1ccccc1)CCCC2=O | -8 | 97 | 22 | 6 | 1.6 | 14 | -1 | 95 | -7 | -6 | -4
40 | COCCCNc1oc(COc2ccc(Cl)cc2Cl)nc1C#N | -1 | 104 | 25 | 6 | 1.0 | 39 | 0 | 99 | 1 | 0 | -1
